Screens deposited in PubChem BioAssay by Johns Hopkins Ion Channel Center.
CHT PAM: CHT positive allosteric modulators, primary screen, cell-based, membrane potential dye, choline EC20; CHT-expressing cells; hits give high values; LV-AA mutant CHT in HEK293 cells; 0.49% of 310,000 active; B-score at 10 µM; High affinity choline transporter 1 (Homo sapiens), Q9GZV3;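 active = initial fluorescence not abnormally high and integrated response B-score, plate-corrected, over 3 SD above library mean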
Target sequence (Q9GZV3 whole entry, looked up): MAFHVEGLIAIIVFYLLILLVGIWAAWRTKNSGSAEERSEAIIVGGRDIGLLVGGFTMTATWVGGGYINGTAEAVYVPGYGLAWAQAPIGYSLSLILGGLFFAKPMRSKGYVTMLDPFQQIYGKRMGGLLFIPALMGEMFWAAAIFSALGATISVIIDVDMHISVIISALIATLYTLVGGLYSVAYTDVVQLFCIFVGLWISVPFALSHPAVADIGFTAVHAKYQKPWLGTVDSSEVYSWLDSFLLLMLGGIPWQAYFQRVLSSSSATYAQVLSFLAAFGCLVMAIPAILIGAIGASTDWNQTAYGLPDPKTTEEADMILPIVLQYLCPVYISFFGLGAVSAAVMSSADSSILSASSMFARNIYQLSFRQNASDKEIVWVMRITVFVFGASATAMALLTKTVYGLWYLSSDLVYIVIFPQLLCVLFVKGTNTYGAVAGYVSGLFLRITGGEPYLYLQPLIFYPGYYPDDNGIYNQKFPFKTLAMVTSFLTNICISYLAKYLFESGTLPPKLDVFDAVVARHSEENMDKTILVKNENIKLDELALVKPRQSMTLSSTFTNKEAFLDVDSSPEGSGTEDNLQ
CHT block: inhibitors of human choline transporter CHT; 0.86% of 310,000 active; B-score at 10 µM; CHT-expressing cells, membrane potential dye, choline response; hits give low values; AID 488975, 2010;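 active = B-score over 3 SD under the library average, and starting fluorescence ratio not unusually high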;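 also: choline stimulus applied at its EC90 after an EC20 pre-addition; B-score computed on integrated fluorescence ratio after choline addition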
* marks the source's active call; other numbers are inactive results; i = inactive.

nr	Compound	CHT PAM	CHT block
1	CCCSc1ccc(-c2nn(-c3ccccc3)cc2/C=C(/C#N)C(=O)NCCCOC)cc1	i	i
2	CCc1ccc2oc(C(=O)N3CCN(c4ccc(OC)cc4)CC3)cc(=O)c2c1	i	i
3	CC(N=C1NS(=O)(=O)c2ccccc21)c1ccccc1 (stereo not given)	i	i
4	O=C(CCN1C(=O)COc2ccccc21)NCCCN1CCN(c2ccc(F)cc2)CC1	i	i
5	Cc1ccccc1COc1ccc(/C=C(\C#N)C(N)=O)cc1	i	i
6	COc1ccc(N2CC(C(=O)NCCc3c[nH]c4ccccc34)CC2=O)cc1 (stereo not given)	i	i
7	CCOC(=O)c1cc(-c2ccc3c(c2)OCO3)nc2onc(C)c12	i	i
8	C[C@H](NC(=O)[C@H](Cc1ccccc1)n1c(=O)[nH]c2ccccc2c1=O)C(=O)N1CCC(C(=O)O)CC1	i	i
9	CCC1CCC(N2CCN(c3cccc(OC)c3)CC2)CC1 (stereo not given)	i	i
10	Cn1c(N)c(C(=O)COC(=O)COc2ccc(C#N)cc2)c(=O)n(C)c1=O	i	i
11	CCOC(=O)c1ccc(CC(=O)c2oc3cc(O)ccc3c2C)o1	i	i
12	COC(=O)c1c(NC(=O)COC(=O)CCNS(=O)(=O)c2ccccc2)sc(C)c1C	i	i
13	Cc1cc(C)c(NC(=O)C(C)Sc2nc3ccc(N4C(=O)c5ccccc5C4=O)cc3s2)c(C)c1 (stereo not given)	i	i
14	COc1ccc(/C=N/NC(=O)c2cccc(NC(=O)c3ccccc3Cl)c2)cc1OC	i	i
15	COc1ccccc1NC(=S)N1CCCC1	i	i
16	O=C(N/N=C/c1ccco1)C1(O)c2ccccc2-c2ccccc21	i	i
17	O=C1c2ccccc2NC(c2cccc(O)c2)N1NS(=O)(=O)c1ccccc1 (stereo not given)	i	i
18	O=C(NCCOCCOCCNC(=O)c1ccccc1)c1ccccc1	i	i
19	O=c1[nH]cnc2sc3c(c12)CN(Cc1ccccc1)CC3	i	i
20	COc1ccc(S(=O)(=O)N2CCC(C(=O)N[C@H](C(=O)NCc3ccncc3)C(C)C)CC2)cc1	i	i

2 of the compounds above, with values under each structure.
Fields: CHT PAM | CHT block
4. O=C(CCN1C(=O)COc2ccccc21)NCCCN1CCN(c2ccc(F)cc2)CC1
  i | i
1. CCCSc1ccc(-c2nn(-c3ccccc3)cc2/C=C(/C#N)C(=O)NCCCOC)cc1
  i | i

Gathered by group: the compounds so far with two or more sulfur atoms (2)
nr	Compound	CHT PAM	CHT block
12	COC(=O)c1c(NC(=O)COC(=O)CCNS(=O)(=O)c2ccccc2)sc(C)c1C	i	i
13	Cc1cc(C)c(NC(=O)C(C)Sc2nc3ccc(N4C(=O)c5ccccc5C4=O)cc3s2)c(C)c1 (stereo not given)	i	i

Nos. 17 through 20 of the list above:
nr	Compound	CHT PAM	CHT block
17	O=C1c2ccccc2NC(c2cccc(O)c2)N1NS(=O)(=O)c1ccccc1 (stereo not given)	i	i
18	O=C(NCCOCCOCCNC(=O)c1ccccc1)c1ccccc1	i	i
19	O=c1[nH]cnc2sc3c(c12)CN(Cc1ccccc1)CC3	i	i
20	COc1ccc(S(=O)(=O)N2CCC(C(=O)N[C@H](C(=O)NCc3ccncc3)C(C)C)CC2)cc1	i	i

Further records
nr	Compound	CHT PAM	CHT block
21	NC(=O)c1sc2nc3c(cc2c1N)CCCCCC3	i	i
22	COc1ccccc1-c1nnc(SCC(=O)N2CCC(C)CC2)o1	i	i
23	O=C(Nc1nnc(SCc2cccc3ccccc23)s1)C1COc2ccccc2O1 (stereo not given)	i	i
24	COc1cc(NC(=O)C(C)C)ccc1NC(=O)c1ccco1	i	i
25	C=C(C)CNC(=S)Nc1cccc2cnccc12	i	i
26	CCN1CCN(Cc2ccc(NC(=O)c3ccc(C)c(NC(=O)c4nccn4C)c3)cc2C(F)(F)F)CC1	i	i
27	OCCCCCN=c1cc(-c2ccccc2)oc2ccc(Cl)cc12	i	i
28	O=C(CNC(=O)c1ccco1)N/N=C/c1cccs1	i	i
29	O=C(COc1ccc2ccccc2c1)NNC(=O)Cc1ccccc1	i	i
30	CCOC(=O)Cn1nc(-c2ccccc2)nc1-c1ccccc1	i	i
31	Cc1cn2c(-c3ccc(Cl)cc3)nnc2s1	i	i
32	Cc1ccc(OCc2nnc(SC(C)C(=O)O)n2-c2ccccc2)cc1 (stereo not given)	i	i
33	CC(C)NC(=O)/C(C#N)=C/c1ccc2c(c1)OCCO2	i	i
34	CC(=O)N1CCN(c2ccccc2NC(=O)c2cc3ccccc3o2)CC1	i	i
35	COc1ccccc1NC(=O)c1ccc(-c2nn(C)c(=O)c3ccccc23)cc1	i	i
36	Cc1ccc(C)c(N(Cc2ccccc2F)S(C)(=O)=O)c1	i	i
37	CNC(=S)N/N=C/c1ccc2c(c1)OCCO2	i	i
38	C/C(=N/NC(=O)CSc1nc2ccccc2n1C)c1ccco1	i	i
39	CC1(C)Cc2c(c(-c3ccccc3)[nH]c(=O)c2C#N)CO1	i	i
40	CCN1CCc2c(C#N)c(NCc3ccccc3)nc(N(CC)CC)c2C1	i	i

Next part.
nr	Compound	CHT PAM	CHT block
41	CCN(CC)C(=N)/C(C#N)=N/Nc1ccc(C)cc1	i	i
42	O=C(CN1CCOCC1)Nc1ccc(NC(=O)CN2CCOCC2)c(Cl)c1	i	i
43	COc1ccc(NC(=O)CN(C)C(=O)c2ccccc2SCC(=O)N2CCCC2)cc1	i	i
44	Cc1cc(=O)oc2cc(OC(C)C)ccc12	i	i
45	COc1cc(/C=C(\C#N)C(=O)c2ccc(O)c(O)c2)cc(I)c1O	i	i
46	Cc1cccc(NC(=O)CN(C)S(=O)(=O)c2ccc(Cl)cc2)n1	i	i
47	CCN1CCCC1CNS(=O)(=O)c1ccc(Cl)c(C(F)(F)F)c1 (stereo not given)	i	i
48	N#Cc1ccc(Oc2nc(C#N)cc(-c3ccccc3)n2)cc1	i	i
49	Cc1cc(C)cc(OCC(=O)OC/C(O)=C(\C#N)c2nc3ccccc3[nH]2)c1	i	i
50	CC1CC(C)(C)CC2(C1)NC(=O)N(CC(=O)NCCc1c[nH]c3ccccc13)C2=O (stereo not given)	i	i
51	Cc1ccc(C)c(-c2cc(C(=O)NC3CC3)c3ccccc3n2)c1	i	i
52	NC(N)=Nc1nc(-c2ccccc2)c2ccccc2n1	8.07*	i
53	Cc1ccc(NC(=O)c2cc(S(=O)(=O)NCCC3=CCCCC3)ccc2F)cc1F	i	i
54	O=C(NCC(c1ccco1)N1CCCC1)c1cccc(NS(=O)(=O)c2ccc(Br)cc2)c1 (stereo not given)	i	i
55	COc1ccc(Br)cc1CNC(=O)C1CCN(C(=O)N(C)C)CC1	i	i
56	CC(=O)Cc1nsc(NC(=O)c2ccc(COc3cccc(C)c3)o2)n1	i	i
57	CCCN(CC(=O)Nc1ccc(F)c(F)c1F)C(=O)c1cc([N+](=O)[O-])ccc1N1CCOCC1	i	i
58	Cc1ccc(NC(=S)N(C)Cc2cn(C)c3ccccc23)cc1	i	i
59	CCSc1nnc(C)c(=O)n1COC(=O)c1ccc(S(=O)(=O)N2CCCC2)cc1	i	i
60	O=C(COc1coc(CN2CCN(c3ccccc3F)CC2)cc1=O)NC1CCCCC1	i	i

(listing goes on)
nr	Compound	CHT PAM	CHT block
61	N#Cc1ccc(C(=O)Nc2cccc3ccccc23)c(F)c1	i	i
62	CCNc1c(NC(=O)c2ccc3c(c2)OCO3)c(=O)oc2ccccc12	i	i
63	Cc1onc(-c2c(F)cccc2Cl)c1C(=O)OCC(=O)NCc1ccco1	i	i
64	COc1cc(OC)cc(C(=O)N2CCN(C(=O)c3ccc(OC)c(OC)c3)CC2)c1	i	i
65	CN(/N=C/c1ccc(O)cc1O)c1nc(-c2ccccc2)cc(-c2ccccc2)n1	i	i
66	COc1ccc(C2C(C#N)=C(N)N(c3cccnc3)C3=C2C(=O)CC(C)(C)C3)cc1OC (stereo not given)	i	i
67	CN(Cc1cnccn1)C(=O)CC1C(=O)NCCN1Cc1cccc(Oc2ccccc2)c1 (stereo not given)	i	i
68	CCCCn1c(CNC(=O)C(C)(C)C)nc2ccccc21	i	i
69	CC(=O)C1(O)C(C)CC2C3CCC4CC(O)CCC4(C)C3=CCC21C (stereo not given)	i	i
70	COC(=O)CC1C(=O)NCCN1C(=O)c1c(F)cccc1F (stereo not given)	i	i
71	O=C1c2ccccc2NC2(CCCC2)N1O	i	i
72	O=C(Nc1ccc2c(c1)OCCO2)C1CCCN(S(=O)(=O)c2cccs2)C1 (stereo not given)	i	i
73	Cc1ccc(C(=O)Nc2cccc(-c3cn4ccccc4n3)c2)cc1	i	i
74	Cc1cc(N/N=C/c2cccc(Cl)c2)nc(NCc2ccccc2)n1	i	i
75	O=C1OCCN1C(=O)[C@H]1[C@H](c2ccc([N+](=O)[O-])cc2)C(c2cccc(Cl)c2)=NN1c1ccccc1	i	i
76	CCOC(=O)Cc1nnc(NC(=O)c2ncn[nH]2)s1	i	i
77	Cc1cccc(NC(=O)c2cc(=O)c3ccccc3o2)c1	i	i
78	CC(Oc1ccc(Cl)cc1Cl)C(=O)NC1=NN(c2ccccc2)C(=O)C1 (stereo not given)	i	-6.35*
79	CCCn1c(N)c(N(CCOC)C(=O)c2cc(C)cc(C)c2)c(=O)[nH]c1=O	i	i
80	CCCCN(C(=O)c1ccc2c(c1)OCO2)c1c(N)n(CCCC)c(=O)[nH]c1=O	i	i

Entries listed above marked active in CHT block:
| entry | SMILES | CHT block |
| --- | --- | --- |
| 78 | CC(Oc1ccc(Cl)cc1Cl)C(=O)NC1=NN(c2ccccc2)C(=O)C1 (stereo not given) | -6.35* |

More structures follow.
nr	Compound	CHT PAM	CHT block
81	COc1ccccc1N1CCN(C(=O)c2ccc(Cn3c(=O)[nH]c4ccsc4c3=O)cc2)CC1	i	i
82	COc1ccc(NC(=O)C2CCCN(c3cnccn3)C2)cc1 (stereo not given)	i	i
83	Cc1[nH]nc(SCC(=O)NC2CCCC2)c1[N+](=O)[O-]	i	i
84	N#Cc1ccc(OCC(=O)N/N=C(\CCC(=O)O)c2cccs2)cc1	i	i
85	O=S(=O)(Nc1ccc(Cl)cn1)c1ccccc1	i	i
86	CCOC(=O)C(NC(C)=O)(N1CCOCC1)C(F)(F)F (stereo not given)	i	i
87	COc1cccc(CN2CC(C(=O)NC3CCCCCC3)CCC2=O)c1 (stereo not given)	i	i
88	CCOC(=O)c1c(C)n(C)c2ccc(OCC(O)Cn3nc(C)cc3C)cc12 (stereo not given)	i	i
89	Cc1cnc(C(=O)Nc2ccccc2F)cn1	i	i
90	COC(=O)c1cccc(C23CC4(C2)[C@H](CN(Cc2ccc(C(F)(F)F)cc2)[C@@H]4c2ccccc2)C3c2ccccc2)c1 (stereo not given in full)	i	i
91	O=C(/C=C\Nc1ccc(Cl)cn1)c1ccc(Br)cc1	i	i
92	Cc1ccc2[nH]c3c(=O)n(CCc4cnc[nH]4)cnc3c2c1	i	i
93	CCCN(c1ccc(OCC)cc1)S(=O)(=O)c1ccc2c(c1)CCN2C(=O)CCC(=O)O	i	i
94	COc1ccccc1OP(=O)(O)Oc1ccccc1OC	i	i
95	O=C(CC1Sc2ncnn2C1=O)Nc1ccc(Cl)cc1 (stereo not given)	i	i
96	Cc1cccc(C(=O)OCC(=O)Nc2ccc(N3CCCCC3)cc2)c1O	i	i
97	COc1ccc(CCN(C(=O)C(F)(F)F)C(C(=O)NC2CCCCC2)c2cccs2)cc1 (stereo not given)	i	i
98	O=C(NCN1CCN(c2ccccc2F)CC1)c1cccnc1	i	i
99	Cc1ccc(OC2=NS(=O)(=O)c3ccccc32)cc1	i	i
100	C/C(N)=C(/C#N)C(=O)CSc1nnc(-c2ccc3c(c2)OCO3)o1	i	i

(further entries)
nr	Compound	CHT PAM	CHT block
101	CC(C)(C)NC(=O)C(c1ccc(F)cc1)N(CC1CCCO1)C(=O)CCC(=O)Nc1ccccn1 (stereo not given)	i	i
102	CC(C)c1nc2sc3c(=S)nc[nH]c3c2c2c1CCC2	i	i
103	c1ccc2c3c([nH]c2c1)C(C1CCCCC1)N(Cc1ncc[nH]1)CC3 (stereo not given)	i	i
104	Cc1c(Cl)cccc1N(CC(=O)NC1CCCCC1)S(C)(=O)=O	i	i
105	O=C(c1ccc([N+](=O)[O-])cc1)N1CCSC1c1ccc(Cl)cc1 (stereo not given)	i	i
106	CN1/C(=C/C2CC(=O)NC2=O)C(C)(C)c2ccccc21 (stereo not given)	i	i
107	COc1ccccc1CNS(=O)(=O)c1c(C)noc1C	i	i
108	Cc1ccc(Nc2nc(NCC3CCCO3)nc(N)c2[N+](=O)[O-])cc1 (stereo not given)	i	i
109	O=C(Nc1ccc2c(c1)OCO2)c1cc(-c2cccnc2)nc2ccccc12	i	i
110	O=C(O)CN1C(=O)/C(=C\c2cc(Br)ccc2OCc2ccc(Cl)cc2)SC1=S	i	i
111	Cc1ccc(NC(=O)c2ccc(C)c(NC3=NC4CS(=O)(=O)CC4S3)c2)cc1C (stereo not given)	i	i
112	CC(C)(C)NC(=O)CC(c1ccccc1)c1ccccc1O (stereo not given)	i	i
113	CCC(C(=O)NCc1ccc(OC)cc1)n1nc(C)n2c(cc3occc32)c1=O (stereo not given)	i	i
114	CCCNC(=O)COc1ccc(S(=O)(=O)Nc2ccc(C)cc2)cc1	i	i
115	Cn1c(=O)n(Cc2ccc(Br)cc2)c2ccccc21	i	i
116	CCCS(=O)(=O)N1CCC(C(=O)NCCCN(CC)c2cccc(C)c2)CC1	i	i
117	Cc1ccccc1OCC(O)CN(Cc1ccccc1O)C1CCCCC1 (stereo not given)	i	i
118	O=C(c1cc(COc2ccc(F)cc2Cl)on1)N1CCCCCCC1	i	i
119	NC1=NS(=O)(=O)NC1c1cccc(F)c1 (stereo not given)	i	i
120	O=C(NCCCn1ccnc1)c1ccc(Cl)c(S(=O)(=O)N2CCOCC2)c1	i	i
121	O=C(c1ccc(N2CCN(C(=O)c3cccc(F)c3)CC2)cc1)c1cccc(F)c1	i	i
122	Cc1ccc(S(=O)(=O)N2CCN(C(=O)CN3CCOCC3)C2c2ccccc2)cc1 (stereo not given)	8.05*	i
123	Cc1ccc2nc(CSc3nnc(-c4ccco4)o3)cc(=O)n2c1	i	i
